Screening results from PubChem.
CHT inh: inhibitors of human choline transporter CHT; CHT-expressing cells, membrane potential dye, choline response; stronger effect = lower value; B-score at 10 µM; 310,000 tested, 0.86% active; High affinity choline transporter 1 (Homo sapiens), Q9GZV3;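 active = B-score over 3 SD under the library average, and starting fluorescence ratio not unusually high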;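 also: choline stimulus applied at its EC90 after an EC20 pre-addition; B-score computed on integrated fluorescence ratio after choline addition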
Target sequence (Q9GZV3 whole entry, looked up): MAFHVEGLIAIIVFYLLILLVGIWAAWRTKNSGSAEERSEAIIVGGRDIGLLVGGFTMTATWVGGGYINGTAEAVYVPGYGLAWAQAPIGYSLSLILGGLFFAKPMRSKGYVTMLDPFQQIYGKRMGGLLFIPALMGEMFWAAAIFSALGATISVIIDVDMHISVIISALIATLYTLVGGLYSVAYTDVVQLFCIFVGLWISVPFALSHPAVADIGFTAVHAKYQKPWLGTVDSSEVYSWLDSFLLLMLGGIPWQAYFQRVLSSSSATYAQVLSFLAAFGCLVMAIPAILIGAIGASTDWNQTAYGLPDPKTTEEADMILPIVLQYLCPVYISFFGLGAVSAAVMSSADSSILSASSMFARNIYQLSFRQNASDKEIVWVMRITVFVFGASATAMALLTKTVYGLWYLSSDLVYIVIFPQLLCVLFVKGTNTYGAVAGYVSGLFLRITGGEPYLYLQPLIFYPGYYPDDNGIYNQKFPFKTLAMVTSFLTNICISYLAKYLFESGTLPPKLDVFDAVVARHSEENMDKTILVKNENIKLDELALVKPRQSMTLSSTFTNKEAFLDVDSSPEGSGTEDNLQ
Kir21 inh: inhibitors of mouse Kir2.1 inward-rectifier potassium channel | Inward rectifier potassium channel 2 (Mus musculus), P35561 | HEK293-Kir2.1, FluxOR thallium flux fluorescence; stronger effect = lower value | B-score at 10 µM | 310,000 tested, 0.85% active | AID 1672, 2009;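 active = fluorescence ratio B-score at or below minus 3 SD of library scores, with starting-brightness B-score within 2 SD, cut at about -4.2 in these data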;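 also: channel flux triggered by added potassium and thallium sulfate stimulus; B-score of peak minus minimum fluorescence over baseline after thallium stimulus; more negative B-score means stronger Kir2.1 block with less thallium influx; some compounds called inactive have numbers as strong as hits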
Target sequence (P35561 whole entry, looked up): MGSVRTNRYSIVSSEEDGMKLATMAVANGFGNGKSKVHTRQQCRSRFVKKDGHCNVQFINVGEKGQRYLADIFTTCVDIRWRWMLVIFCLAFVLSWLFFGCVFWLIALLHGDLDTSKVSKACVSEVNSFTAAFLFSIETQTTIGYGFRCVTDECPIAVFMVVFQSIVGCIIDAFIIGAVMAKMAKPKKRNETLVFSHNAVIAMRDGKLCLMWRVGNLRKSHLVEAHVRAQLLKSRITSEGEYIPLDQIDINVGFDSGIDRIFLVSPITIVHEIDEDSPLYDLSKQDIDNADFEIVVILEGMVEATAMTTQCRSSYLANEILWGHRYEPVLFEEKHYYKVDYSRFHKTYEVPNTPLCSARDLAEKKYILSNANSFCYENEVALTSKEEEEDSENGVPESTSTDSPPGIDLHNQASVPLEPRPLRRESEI
KCNQ2 inh: KCNQ2 potassium channel inhibitors, primary screen, cell-based, CHO-K1, FluxOR thallium flux, B-score (AID 2156) | 20 min; stronger effect = lower value | B-score at 10 µM | 310,000 tested, 1.1% active;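 active = fluorescence ratio B-score at most minus 3 library SDs, with starting brightness B-score within 2 library SDs, cut at about -5.5 in these data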
The depositor's hits bear a star; i = inactive; & = joins results of further samples.

Structure,CHT inh,Kir21 inh,KCNQ2 inh
COC(=O)C(Cc1cncn1COCc1ccccc1)NC(=O)OC(C)(C)C (stereo unspecified),i,0.34,i
CC1CCc2nc(NC(=O)Cc3cccs3)sc2C1 (stereo unspecified),i,0.02,i
CCCCNC(=O)c1cc(-c2ccc3c(c2)OCO3)on1,i,-1,i
CC1(C)CC(=O)C=C(NCCCN2CCCC2=O)C1,i,-0.62,i
COc1cccc(CN2CCN(Cc3ccc(C)o3)CC2CCO)c1 (stereo unspecified),i,-1.5,i
Cn1nc(-c2ccccc2)c(CO)c1Oc1cccc(C(F)(F)F)c1,i,0.81,i
OC1C[N+]2(CCCCC2)C1,i,0.2,i
O=C(NCCO)c1nc(NCCO)c2ccccc2n1,i,0.44,i
CCCCN(CC)CCCNC(=O)CS(=O)(=O)Cc1nc(-c2cccc(OC)c2)oc1C,i,-0.04,i
CCCCSc1nnc(-c2c[nH]c3ccccc23)n1C,i,1.3,i
COc1ccc(N(C(=O)Cc2cccs2)C(C(=O)NC2CCCCC2)c2cccn2C)cc1OC (stereo unspecified),i,-0.26,i
Cc1cccnc1NC(=O)c1sc2ccccc2c1Cl,i,-0.84,i
O=C1c2cccc([N+](=O)[O-])c2C(=O)N1c1ccccc1,i,-0.89,i
COc1cccc(OCC(O)CN2CCc3ccccc3C2)c1 (stereo unspecified),i,-0.16,i
CCOC(=O)N1CCN(C(=O)c2ccc3c(=O)n(CCc4ccc(OC)c(OC)c4)c(=O)[nH]c3c2)CC1,i,-0.36,i
CCOC(=O)Cn1c(=O)oc2ccc(C)cc21,i,-0.7,i
O=C(Nc1ccc(Cl)cc1F)c1cc(S(=O)(=O)N2CCCCC2)ccc1F,i,-1.6,i
O=C(COc1ccc(S(=O)(=O)NC2CCCCC2)cc1Cl)NCc1ccc2c(c1)OCO2,i,0.61,i
Cc1ccccc1C1c2[nH]c3ccccc3c2C[C@H]2C(=O)N(c3ccccc3C(=O)NCCCN3CCOCC3)C(=O)N12 (stereo partly specified),i,0.01,i
NS(=O)(=O)c1ccc(CCNc2nc(CN3CCCCC3)nc3sc4c(c23)CCC4)cc1,i,-1.8,i

Just KCNQ2 inh, for some of the entries so far:
molecule | KCNQ2 inh
COc1cccc(CN2CCN(Cc3ccc(C)o3)CC2CCO)c1 (stereo unspecified) | i
Cc1ccccc1C1c2[nH]c3ccccc3c2C[C@H]2C(=O)N(c3ccccc3C(=O)NCCCN3CCOCC3)C(=O)N12 (stereo partly specified) | i
COc1ccc(N(C(=O)Cc2cccs2)C(C(=O)NC2CCCCC2)c2cccn2C)cc1OC (stereo unspecified) | i

Next part.
Structure,CHT inh,Kir21 inh,KCNQ2 inh
CC(NC(=O)c1ccccc1Br)c1nnc(SCC(=O)NC2CCCCC2)n1C (stereo unspecified),i,0.2,i
COc1ccc(/C=C2\CCc3ccccc3C2=O)cc1Cn1cccn1,i,-0.03,i
Cc1cc(C)c(C(=O)CN2C(=O)NC3(CCCCCC3)C2=O)cc1C,i,2,i
O=C(CCS(=O)(=O)c1ccc(Br)cc1)NC1CCCC1,i,-1.8,i
CCOCCCN(CCC#N)S(=O)(=O)c1ccc(S(=O)(=O)N2CCCC2)cc1,i,3.5,i
Cc1ccnc(SCC(=O)O)n1,i,0.06,i
CN(Cc1ccccc1)c1nc2c(c(=O)[nH]c(=O)n2C)n1CCOc1ccccc1,i,-2.5,i
COc1ccc(S(=O)(=O)N2CCN(Cc3cccc(OC)c3)CC2)cc1,i,1.1,i
Nc1nc(NC(=O)Cc2ccccc2)nn1-c1ccccc1,i,0.4,i
Cc1n[nH]c(C)c1CCC(=O)N/N=C/c1c[nH]c2ccccc12,i,-0.03,i
CNC(=O)c1cc(C(=O)c2ccccc2C(F)(F)F)c[nH]1,i,1.3,i
C[n+]1c2n(c3ccccc31)N=C(c1ccccc1)CS2,i,0.49&-0.01,i
COC(=O)Nc1ccc2c(c1)N(C(=O)CCN1CCOCC1)c1ccccc1S2,i,-0.65,i
Cc1ccc(S(C)(=O)=O)cc1C(=O)N1CC(C(N)=O)Oc2ccccc21 (stereo unspecified),i,1.3,i
COC(=O)CNc1ccc2c(c1)OCO2,i,0.51,i
CCC(=O)NC(c1ccc([N+](=O)[O-])cc1)c1c(O)ccc2ccccc12 (stereo unspecified),i,-2.2,i
COc1cccc(C(=O)/C(C#N)=N/Nc2cccc(-c3ccnc(C)n3)c2)c1,i,2.2,i
CCOC(=O)c1c(NC(=O)C(=O)N/N=C/c2ccc(O)c(OC)c2)sc2c1CCCCC2,i,-0.68,i
O=C1C2CCCN2C(=O)N1CCCCN1CCN(c2ccc(F)cc2)CC1 (stereo unspecified),i,1,i
COc1cc2c(N3CCOCC3)cc(O)c(CC(=O)Nc3ccccc3)c2cc1OC,i,-0.92,i
CCN1CCN(C(c2ccccc2)c2sc3nc(C)nn3c2O)CC1 (stereo unspecified),i,0.68,i
O=C(NCCc1nc2ccc(Cl)cc2[nH]1)C1CCC(=O)N(Cc2cccc(F)c2)C1 (stereo unspecified),i,-0.05,i
Oc1ccc(NCc2ccccc2OCc2ccccc2F)cc1,i,-0.92,i
COC(=O)C1=C(N)OC2=C(C(=O)CC(C)(C)C2)C1c1ccccc1OCC#N (stereo unspecified),i,1.2,i
CN(C)CC(=O)N1CCc2ccccc2C1,i,3,i
CC(OC(=O)c1ccccc1NS(=O)(=O)c1cccc(C(F)(F)F)c1)C(=O)N(C)Cc1ccccc1 (stereo unspecified),i,1.5,-6.5*
O=S(=O)(NCc1ccccc1Cl)c1ccc(-n2cccn2)cc1,i,0.94,i
CCOC(=O)c1ccc(NC(=O)c2cc(F)c(F)cc2Cl)cc1,i,1.3,i
CC(C)OC(=O)c1cc2c(=O)[nH]c(C(Cl)(Cl)Cl)nc2o1,i,2.6,i
COc1ccc(N2CCN(C(=S)NC(=O)c3cccs3)CC2)c([N+](=O)[O-])c1,i,0.05,i
CCOC(=O)[C@@H]1[C@H]2COc3ccccc3[C@@H]2N2C(=O)N(c3cccc(Cl)c3)C(=O)[C@]12C,i,-0.02,i
O=C(COC(=O)CCC(=O)c1ccc(Cl)cc1)NCc1ccco1,i,-0.75,i
COc1ccc(C)cc1NC(=O)CNC(c1ccccc1)c1ccccc1,i,1.2,i
CCn1c(CNC(=O)c2ccccc2Br)nnc1SCC(=O)NC1=NCCS1,i,0.78,i
CN(c1ccc(O)cc1)S(=O)(=O)c1ccc2ccccc2c1,i,-5.9*,i
CCN(CC(=O)NC1CCS(=O)(=O)C1)S(=O)(=O)c1c(C)c(C)cc(C)c1C (stereo unspecified),i,-1.3,i
CN(C)c1cccc2c(S(=O)(=O)NCc3ccc(S(N)(=O)=O)cc3)cccc12,i,0.73,i
CC1=CC2=NC(=O)/C(=C\c3ccc(-c4cccc(Cl)c4)o3)C(=N)N2O1,i,-0.93,i
COc1ccccc1C(=O)NC(=O)COC(=O)CNC(=O)c1ccc(Cl)cc1Cl,i,0.65,i
Cc1cccc(-c2nc(CS(=O)CC(=O)NCc3cccs3)c(C)o2)c1 (stereo unspecified),i,-0.3,i
CC1(C)Cc2c(cnn2-c2ccccc2)C(NC(=O)CCCn2cncn2)C1 (stereo unspecified),i,3.2,i
Cc1cccc(C)c1NC(=O)CN(C)C(=O)c1ccc(NS(=O)(=O)c2ccc3[nH]c(=O)[nH]c3c2)cc1,i,1.7,i
O=S(N1CCCCC1)C12CC3CC(CC(C3)C1)C2 (stereo unspecified),i,0.1,i
CCOc1ccc(C=NC23CN4CN(CN(C4)C2)C3)cc1,i,-0.43,i
COc1cc(/C=N\NC(C)=O)ccc1OC/C=C/c1ccccc1,i,0.43,i
COc1ccc(S(=O)(=O)N2CCN=C2SCc2cccc(C)c2)cc1,i,-0.97,i
CC(=O)Nc1ccc(C(=O)OCC(=O)Nc2c(F)cccc2F)cc1,i,1.4,i
COc1ccc(C(=O)Nc2nncs2)cc1S(=O)(=O)N1CCOCC1,i,2.2,i
Cc1sc(NC(=O)c2c(F)cccc2F)nc1-c1ccccc1,i,-0.78,i
CC(=O)OCn1nnc2ccccc2c1=O,i,0.03,i

Further results.
Structure,CHT inh,Kir21 inh,KCNQ2 inh
Nc1cc(=O)[nH]c(SCC(=O)Nc2cccnc2Cl)n1,i,0.81,i
COC(=O)CSc1nsc(SCC(=O)OC)n1,i,0.43,i
Cc1cc(NC(=O)c2ccc(Cl)cc2Cl)no1,i,0.07,i
CCN(CC)C(=O)CN(c1cc2c(cc1OC)oc1ccccc12)S(=O)(=O)c1ccc(C)cc1,i,-0.65,i
C=CCO/N=C/C1=C(O)C(C(=O)OC)C(C)(C)CC1=O (stereo unspecified),i,0.88,i
Cc1ccc(C(=O)C2=C(O)C(=O)N(Cc3ccco3)C2c2cccc(Br)c2)o1 (stereo unspecified),i,0.27,i
N#CCC(=O)Nc1ccc(C(=O)OCC(=O)Nc2ccccc2-c2ccccc2)cc1,i,-0.19,i
CN(C)c1cccc2c(S(=O)(=O)N3CCOCC3)cccc12,i,0.6,i
COC(=O)c1ccc2c(=O)n(-c3ccccc3F)c(=S)[nH]c2c1,i,-0.56,i
CCOc1cccc(NC(=O)C2CC(=O)N(C)C(=Nc3cccc(F)c3)S2)c1 (stereo unspecified),i,0.81,i
O=C(O)c1cc2n(n1)C(C(F)(F)F)CC(c1ccco1)N2 (stereo unspecified),i,-0.3,i
O=C(CN1CCN(S(=O)(=O)c2ccccc2F)CC1)Nc1ccccc1C(=O)c1ccccc1,i,0.11,i
CS(=O)(=O)Nc1ccc(C2=NN(C(=O)c3ccco3)C(c3ccc(F)cc3)C2)cc1 (stereo unspecified),i,-1.1,i
O=C(CNC(=O)c1ccccc1F)OCCCOC(=O)CNC(=O)c1ccccc1F,i,0.33,i
CC(=O)c1cc(Cc2csc(C(C)=O)c2)cs1,i,0.39,i
O=C(CN1C(=O)NC2(CCCC2)C1=O)Nc1nc(-c2ccc(F)cc2)cs1,i,0.17,i
CC(C)N(C(=O)CSc1nnc(Cc2csc(Nc3ccccc3)n2)o1)C(C)C,i,-1.4,i
COc1ccc(N(CC(=O)N2CCN(Cc3ccccc3)CC2)S(C)(=O)=O)cc1OC,i,-0.01,i
CCn1cc(CCCC(=O)NCc2cccnc2)c2ccccc21,i,-1.6,i
Cn1c(=O)cc(SCC(=O)NCCCN2CCOCC2)c2ccc(Cl)cc21,i,0.45,i

5 compounds already listed, ordered by count of non-hydrogen atoms, high to low:
Structure,CHT inh,Kir21 inh,KCNQ2 inh
O=C(CN1CCN(S(=O)(=O)c2ccccc2F)CC1)Nc1ccccc1C(=O)c1ccccc1,i,0.11,i
O=C(CNC(=O)c1ccccc1F)OCCCOC(=O)CNC(=O)c1ccccc1F,i,0.33,i
CC(C)N(C(=O)CSc1nnc(Cc2csc(Nc3ccccc3)n2)o1)C(C)C,i,-1.4,i
Cn1c(=O)cc(SCC(=O)NCCCN2CCOCC2)c2ccc(Cl)cc21,i,0.45,i
CCn1cc(CCCC(=O)NCc2cccnc2)c2ccccc21,i,-1.6,i

The listing continues.
Structure,CHT inh,Kir21 inh,KCNQ2 inh
COc1ccc(NC(=O)CNC(=O)C23CC4CC(CC(C4)C2)C3)c(OC)c1,i,-2,i
CCOc1nc(-c2ccccc2)ccc1-c1noc(COc2ccccc2)n1,i,0.83,i
COC(=O)c1c(NC(=O)COC(=O)c2ccccn2)sc(C)c1C,i,1.6,i
O=C(CCN1C(=O)C2C3CC(C(Br)C3Br)C2C1=O)OCC(=O)c1cccc([N+](=O)[O-])c1 (stereo unspecified),i,-0.23,i
CC(C)(C)C(=O)Nc1sc2c(c1-c1nc3ccccc3[nH]1)CCCC2,i,-0.92,i
CN1CCc2c(sc(NC(=O)c3ccc(C(=O)c4ccccc4)cc3)c2C(N)=O)C1,i,0.81,i
Cc1cccc(NC(=O)COC(=O)c2cccs2)c1C,i,0.78,i
CC(C)(C)c1nn(-c2ccccc2)c2nc(Cl)c(C=O)cc12,i,0.08,i
COc1cc(Cl)c(C)cc1NC(=O)COC(=O)/C=C/c1c(C)nn(C2CCS(=O)(=O)C2)c1Cl (stereo unspecified),i,0.5,i
CC(C)C[C@@H](COc1ccccc1)N1CCN(CCc2ccccc2)CCC1=O,i,-0.07,i
CCc1ccc(CNC(=O)CCCC(=O)n2nc(C)c3ccccc32)cc1,i,0,i
O=C(CCc1nc2ccccc2c(=O)[nH]1)NCC(=O)Nc1ccc(F)c(F)c1,i,0,i
O=C(NCc1cccnc1)c1c[nH]c2cc3c(cc2c1=O)OCCO3,i,-2.4,i
CCC(c1nnnn1C1CCCC1)N1CCN(c2ccccc2F)CC1 (stereo unspecified),i,0.94,i
COc1ccc(Oc2nnc(-c3ccc(C)cc3)c3ccccc23)cc1,i,2.9,i
CCOc1ccc(NC(=O)C(=O)NCCN2CCN(S(=O)(=O)c3ccc(C)cc3)CC2)cc1,i,0.06,i
Nc1nc(-c2ccc(Oc3ccccc3)cc2)c(CC(=O)O)s1,i,-2.7,i
COc1ccc(C(=O)Nc2ccc(NC(=O)C(C)C)nc2)cc1,i,-1.2,i

Hits appear at their usual frequency; 2.6% or so of the library scored in one or more.
